AmpC inh no detg = AmpC beta-lactamase inhibition without detergent; P00811; AmpC nitrocefin hydrolysis, absorbance 480 nm, 0.0001% Triton; Potency, µM (titrated, usually from 57.1 µM), without a hit: at the highest dose activity change, negative = inhibition, hits mostly inhibitors; 330,000 compounds, 0.52% hits; AID 485341;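 further: potency means the concentration at half of the fitted maximal effect; plate controls were no compound for no effect and no enzyme for full effect; nearly all actives have a fitted effect of over 20% in size; some results filed as inactive show a strong effect at the top dose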
Target sequence (P00811 whole entry, looked up): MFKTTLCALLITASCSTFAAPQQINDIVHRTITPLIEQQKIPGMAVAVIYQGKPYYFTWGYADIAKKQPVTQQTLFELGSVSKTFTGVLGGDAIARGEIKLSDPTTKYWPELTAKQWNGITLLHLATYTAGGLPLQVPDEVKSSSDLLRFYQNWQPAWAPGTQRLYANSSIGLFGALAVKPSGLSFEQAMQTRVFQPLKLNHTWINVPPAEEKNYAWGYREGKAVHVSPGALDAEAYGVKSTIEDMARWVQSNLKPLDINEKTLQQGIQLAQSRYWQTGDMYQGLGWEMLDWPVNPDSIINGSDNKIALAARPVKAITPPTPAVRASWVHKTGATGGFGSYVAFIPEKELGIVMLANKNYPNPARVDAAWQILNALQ
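AmpC (5.3 nM in the dispensed reagent) in 20 mM phosphate pH 7.0 with 0.01% (detergent screen) or 0.0001% Triton X-100 was preincubated with compounds for 15 min at room temperature. Nitrocefin was then added from an 800 uM solution, and hydrolysis was followed at 480 nm.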
HCMV antiviral = blocks human cytomegalovirus replication | 410,000 compounds, 4.5% hits | activity change, negative = inhibition, % at 57.5 µM | HFF cells, HCMV-luciferase reporter, 72 h; hits give low values; in the data active means activity change below about -60%; inconclusive means no clear call, values can overlap the other calls; inactive means above about -39%; further: on the % scale 0 is the no-effect control and ±100 the full control effect
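After 16 h attachment at 37C, HFF cells received test compound and HCMV-luciferase (1 PFU/cell); reporter luminescence read 72 h later, data normalized against buffer-only and known inhibitor Salinomycin.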
Giardia FBPA inh = blocks Giardia fructose-bisphosphate aldolase activity; A8B2U2; purified Giardia FBPA; Potency, µM (top dose mostly 59.6 µM), inactives show top-dose activity, negative = inhibition, most hits filed as inhibitors; 290,000 compounds, 0.71% hits; further: potency means the concentration at half of the fitted maximal effect; on the % scale 0 is the no-effect control and ±100 the full control effect; nearly all actives have a fitted effect of over 55% in size
Target sequence (A8B2U2 whole entry, looked up): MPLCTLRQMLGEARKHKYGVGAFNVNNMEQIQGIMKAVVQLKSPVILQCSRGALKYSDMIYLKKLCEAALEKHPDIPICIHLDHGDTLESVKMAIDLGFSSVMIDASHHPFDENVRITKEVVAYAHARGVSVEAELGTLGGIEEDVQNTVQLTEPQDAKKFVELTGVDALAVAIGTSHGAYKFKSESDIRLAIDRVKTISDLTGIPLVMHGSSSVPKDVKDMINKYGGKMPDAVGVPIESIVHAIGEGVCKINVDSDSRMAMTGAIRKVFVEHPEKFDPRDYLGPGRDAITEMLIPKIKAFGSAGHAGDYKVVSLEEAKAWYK
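40 nM FBPA preincubated 10 min at RT with compound (up to 57.5 uM final), then substrate plus GAPDH/TPI/NAD/arsenate coupling and diaphorase/resazurin added. Fluorescence read after 20 min at RT, 525/598 nm.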
Shiga toxin inh = Shiga toxin inhibition; Vero cells, Shiga toxin protein synthesis inhibition reporter; inhibition, % at 38.7 µM; 290,000 compounds, 9.2% hits; in the data active means inhibition mostly above about 28%, no sharp cut-off; inactive means mostly below about 43%; further: 0% is about no effect
CHX counter = counter-screen for Shiga toxin inhibitors: cycloheximide protein synthesis inhibition. cell reporter, cycloheximide protein synthesis inhibition counterscreen. max response, %. 300,000 compounds, 12% hits; in the data active means max response mostly above about 13%, no sharp cut-off; inactive means mostly below about 14%; further: read at 38.3 µM for the half of the compounds with a filed dose; 0% is about no effect
AMA1 RON2 block = AMA1-RON2 (P. falciparum) interaction inhibition; Potency, µM (series often up to 58.2 µM), for the others: at the highest dose activity change, negative = inhibition, usual class: inhibitors; AlphaScreen AMA1-biotinylated RON2 peptide binding; AID 720542; 360,000 compounds, 0.2% hits;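 further: potency means the concentration at half of the fitted maximal effect; 0% = vehicle wells and -100% = peptide control; nearly all actives have a fitted effect of over 45% in size; some results filed as inactive show a strong effect at the top dose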
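AMA1 (3D7) with his tag at 25 nM final met compounds first, then biotinylated RON2 peptide at 25 nM; detection used donor plus acceptor beads, 10 µg/mL apiece, read by AlphaScreen after 30 min at room temperature.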
AmpC detergent = inhibitors of E. coli AmpC beta-lactamase with detergent; AmpC hydrolysis of nitrocefin, absorbance 480 nm, 0.01% Triton; Potency, µM (doses to about 114 µM), without a hit: at the top dose activity change, negative = inhibition, hits mostly inhibitors; 370,000 compounds, 0.041% hits; AID 485294;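 further: potency means the concentration at half of the fitted maximal effect; 0% = no-compound wells and -100% = no-enzyme wells; nearly all actives have a fitted effect of over 25% in size; some results filed as inactive show a strong effect at the top dose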
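20 mM phosphate pH 7.0 + 0.01% (detergent screen) or 0.0001% Triton X-100; 5.3 nM AmpC reagent; cpd preinc 15 min RT; nitrocefin (800 uM stock) to start; A480 q20 s × 4 min; Activity was normalised to no-enzyme and no-compound control wells.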
Active calls of the source: *; ? = inconclusive; / = no result given; & = joins results of further samples; [ ] = remark or other dose. Unless noted, the call rests on the fitted dose curve; in most records, active means well fitted curve in the direction sought with a large enough effect; inconclusive means small, poorly fitted or top-dose-only effect, or another doubt; inactive means no such curve, though single readings can be large; an effect the other way counts as inactive or inconclusive. No enrichment for hits; any-hit rate near 16%.

SMILES	AmpC inh no detg	HCMV antiviral	Giardia FBPA inh	Shiga toxin inh	CHX counter	AMA1 RON2 block	AmpC detergent
O=C(NCCN1C(=O)S/C(=C\c2ccc(F)cc2)C1=O)C1CCN(S(=O)(=O)c2cccs2)CC1	-22%	-33	-2%	10	2	8%	-9%
CC(C)(CNC(=O)C1CCCN1C(=O)c1cccs1)N1CCOCC1 (stereo not given)	-34%	-20	3%	-16	-2	22%	-4%
O=C(NCc1ccccc1)C1CCCN(C(=O)c2ccc(F)cc2)C1 (stereo not given)	1%	-33	/	/	/	15%	0%
O=C(OCC(=O)c1ccc(Br)s1)c1ccc(O)cc1	-40%	-16	/	/	/	-6%	/
CC(=O)c1cccc(NC(=O)Nc2ccc3c(c2)OCO3)c1	-54%	-32	/	88*	38*	0%	-2%
COc1ccc(N2CCN(C(c3cccs3)C(C)NC(=O)C(=O)N3CCCC3)CC2)cc1 (stereo not given)	37%	0	26%	11	0	-10%	-3%
CCC(=O)Nc1ccc(C(=O)N/N=C/c2ccc([N+](=O)[O-])cc2)cc1	-4%	40	7%	1	-2	16%	-8%
Cc1cccc(N2CCN(CCCNC(=O)C3CCCN(c4ncnc5c4nc4n5CCCCC4)C3)CC2C)c1 (stereo not given)	202%[activator]	?	4%	-10	-4	-2%	1%
CCOC(=O)CC(NC(=O)c1cc2cc(Cl)cc(Cl)c2oc1=O)c1cccc([N+](=O)[O-])c1 (stereo not given)	-25%	62	3%	-10	-5	10%	?
C=CCN=C1NN=C(c2cc(C)n(CC=C)c2C)CS1	-48%	-88*	-10%	10	28*	29%	-2%
CN(Cc1ccon1)C(=O)C1CCC(=O)N(CCc2ccc(Cl)cc2)C1 (stereo not given)	-11%	-11	-8%	12	-2	-2%	?
CN(C)C(=O)COc1ccc2ccc(=O)oc2c1	-25%	8	2%	13	1	-1%	-6%
Cc1ccc(S(=O)(=O)c2nc(S(=O)(=O)c3ccccc3)sc2N2CCN(C)CC2)cc1	147%[activator]	-99*	-15%	15	17	-2%	?
CC(=O)Nc1ccccc1OCC(O)CS(=O)(=O)c1ccc(C(F)(F)F)cn1 (stereo not given)	-6%	-32	13%	24	-1	5%	0%
CCCc1[nH][nH]c(=O)c1C(c1ccc(Br)cc1)C(C#N)C#N (stereo not given)	-19%	-24	10%	13	1	5%	1%
Cc1ccccc1-n1nc2c(c1NC(=O)c1cc3ccccc3o1)CS(=O)(=O)C2	-39%	11	/	/	/	2%	-15%
Cc1cccc(CC(Cc2nc3ccccc3[nH]2)c2nc3ccccc3[nH]2)c1 (stereo not given)	-26%	-83*	-2%	10	5	-4%	2%
O=C(CCC(=O)Nc1ccccc1)NNC(=O)COc1ccccc1	-14%	2	-2%	-7	-3	72%[activator]	?
Cn1c(=O)c2ncn(CC(=O)Nc3cc(C(F)(F)F)ccc3N3CCOCC3)c2n(C)c1=O	75%[activator]	59	3%	-16	-1	-10%	-1%
CCC(=O)N1CCN(C(=O)c2ccccc2)CC1	-14%	7	1%	/	/	18%	?
CCOC(=O)CN1C(=O)C(C)(C)Oc2ccc(C(=O)Nc3ccccc3OC)cc21	44%	-14	2%	-4	-4	-4%	-1%
COc1ccc(-n2c(=O)c3c4c(sc3n3c(=S)[nH]nc23)CCC4)cc1	-3%	-10	-15%	-3	1	31%[activator]	1%
CN1CCc2c(sc(NC(=O)c3ccc(S(=O)(=O)N4CCc5ccccc54)cc3)c2C(N)=O)C1	111%[activator]	?	?	-25	-2	/	-7%
COc1cccc(C2=CC(c3ccc(N(C)C)cc3)n3nnnc3N2)c1 (stereo not given)	-18%	-9	-16%	50*	25*	-15%	-2%
CCn1c(=O)n(CC(=O)N2CCC3(CC2)OCCO3)c(=O)c2ccccc21	-11%	30	13%	8	-1	-5%	-13%

Entries of single compounds from above:
Profile of CCn1c(=O)n(CC(=O)N2CCC3(CC2)OCCO3)c(=O)c2ccccc21 = AmpC inh no detg: -11%; HCMV antiviral: 30; Giardia FBPA inh: 13%; Shiga toxin inh: 8; CHX counter: -1; AMA1 RON2 block: -5%; AmpC detergent: -13%
Profile of CCCc1[nH][nH]c(=O)c1C(c1ccc(Br)cc1)C(C#N)C#N (stereo not given) = AmpC inh no detg: -19%; HCMV antiviral: -24; Giardia FBPA inh: 10%; Shiga toxin inh: 13; CHX counter: 1; AMA1 RON2 block: 5%; AmpC detergent: 1%

The results go on.
SMILES	AmpC inh no detg	HCMV antiviral	Giardia FBPA inh	Shiga toxin inh	CHX counter	AMA1 RON2 block	AmpC detergent
COc1ccc(C(=O)OCC2CC(c3ccccc3)N(C)O2)cc1 (stereo not given)	-16%	-13	2%	6	3	-7%	-2%
COc1ccccc1Nc1nn2c(=O)c3ccc(C(=O)N4CCCCC4)cc3nc2s1	-14%	-32&-10	1%	-3	0	0%	1%&1%
Cc1occc1C(=O)Nc1cccc2ccccc12	-24%	170	-13%	67*	56*	3%	5%
CC(=O)c1ccccc1NC(=O)COC(=O)/C(=C/c1ccccc1)n1nnnc1C	-2%	0	/	-8	-3	-16%	-7%
Cc1cc2ncn(N)c2cc1C	-21%	40	-4%	-7	-1	1%	?
COc1ccc(C(C)=O)cc1CSc1nnc(-c2ccncc2)n1C	-17%	-3	2%	10	-2	0%	1%
CCN1C(=O)[C@H]2[C@H]3CN=C(SCc4ccc(Cl)cc4)N3[C@@](Cc3ccccc3)(C(=O)OC)[C@H]2C1=O	170%[activator]	7	/	/	/	0%	/
O=C(CSC(=S)N1CCCCC1)Nc1ncc2c(n1)CCCC2=O	-1%	0	-1%	12	-2	-4%	-6%
CS(=O)(=O)N1CCN(c2nc(-c3ccccc3)cs2)CC1	-12%	18	12%	64	27*	-8%	?
CCOC(=O)CSc1nc2ccc(NC(C)=O)cc2s1	-19%	-39	-6%	-13	-5	-8%	-11%
CCOP(=S)(NN(Cc1ccccc1)C(=O)c1ccccc1)OCC	-17%	-31	-2%	8	-3	4%	8%
CS(=O)(=O)N(CC(=O)N1CCC(C(N)=O)CC1)C1CCCCC1	11%	-9	7%	-40	-1	-4%	-15%
CCC(=O)N1N=C(c2ccc(Cl)cc2)CC1c1ccco1 (stereo not given)	76%[activator]	-4	0%	12	2	-12%	7%
Cc1cc(C)n2nc(SCC(=O)Nc3ccc(O)cc3)nc2n1	-5%	-12&-13	/	-7	-6	-2%	5%&28%
CC(C)(C)c1ccc(C(=O)Cn2cnnc2C#N)cc1	-36%	3	0%	17	10	-6%	2%
Cc1ccccc1Cn1ccc(NC(=O)c2onc(C)c2Cl)n1	-20%	32	-3%	76*	29*	-4%	-8%
O=C(/C=C/c1ccccc1[N+](=O)[O-])OCC(=O)c1ccccc1	-39%	?	-1%	79*	37*	?	-4%
CC(C)Sc1sc(C(=O)O)c(-c2ccc(Cl)cc2)c1C#N	-12%	-14	?	-6	-1	2%	6%
O=C(COC(=O)CCc1nc2ccccc2s1)NC(=O)NCc1ccco1	-7%	120	5%	29	-2	-8%	-6%
O=S(=O)(Nc1ccc(N2CCOCC2)cc1)c1ccc(F)cc1	-18%	20	-8%	24	1	0%	-1%
CCC(C)Sc1nnc(Cc2cc(=O)[nH]c(=O)[nH]2)n1-c1ccc(OC)cc1 (stereo not given)	-9%	100	-3%	3	-4	17%	?
O=C(Oc1cncc(Cl)c1)c1ccco1	-14%	44	2%	13	-3	-1%	-9%
COc1cccc(NC(=O)CN(C)C(=O)c2ccc3ccccc3c2)c1	-8%	14	0%	10	-1	-9%	-1%
COC(=O)c1c(NC(=O)c2ccc(C)cc2)csc1C	-37%	53	-12%	17	12	-15%	-3%
CCc1ccc(OCC(=O)NC(NC(=S)Nc2ccc(Cl)cc2)C(Cl)(Cl)Cl)cc1 (stereo not given)	-53%	-34	0%	-12	-3	7%	-16%

Continuation.
SMILES	AmpC inh no detg	HCMV antiviral	Giardia FBPA inh	Shiga toxin inh	CHX counter	AMA1 RON2 block	AmpC detergent
O=C(O)c1ccc(CNCc2cccc(OCc3ccc(F)cc3)c2)cc1	-16%	?	-18%	-8	2	4%	-10%
CCn1cc(C(=O)N2CCN(c3ccccn3)CC2)c2cc(OC)c(OC)cc2c1=O	7%	64	-2%	-8	-2	-5%	-16%
Cc1ccc(C(=O)N2CCc3ccccc32)cc1NC(=O)c1ccco1	-22%	18	-15%	-2	5	-2%	?
O=C(O)CS(=O)(=O)CC(=O)O	-11%	-34	16%	-3	-4	-10%	-11%
COC(=O)c1scc(C)c1NC(=O)c1cccc(C#N)c1	-10%	/	9%	2	-4	-2%	?
Cc1ccc(/C=N/NC(=O)Cn2cnc3ccccc32)o1	-24%	-26	-2%	-14	-1	50%	?
CCN(C(=O)COc1ccc(F)cc1Br)c1c(N)n(Cc2ccccc2)c(=O)[nH]c1=O	-18%	8	/	/	/	-5%	-10%
CC/C(CC(C)(C)c1ccccc1)=N\O	-20%	11	-1%	-6	-3	2%	5%
Cc1cc2c3ccccc3ncn2n1	-9%	-5	3%	-8	-5	-1%	?
CCOc1ccc(N(CC(=O)N2CCN(Cc3ccccc3)CC2)S(C)(=O)=O)cc1	107%[activator]	9	14%	-5	-2	-12%	1%
Cc1cccc(N2C(=O)NC(=O)/C(=C\c3cnc(-c4ccccc4)nc3)C2=O)c1	-31%	-10	-7%	43	14*	14%	?
CCOc1ccc(N(CC)C(=O)Cc2c(C(=O)O)n(C)c3ccccc23)cc1	-19%	9	7%	-4	13	1%	1%
COc1ccc([N+](=O)[O-])cc1NC(=O)/C=C/C(=O)O	-9%	-17	13%	1	-3	2%	-13%
O=C(CNC(=O)c1nc[nH]c1C(=O)NCC(=O)OCc1ccccc1)OCc1ccccc1	-13%	82	6%	11	-2	66%[activator]	7%
O=C(CSc1nnnn1Cc1ccccc1)NCCc1ccccc1	-4%	0	-3%	-1	3	10%	-3%
COc1ccc(N2CC(C(=O)Nc3nnc(SCC(=O)N4CCOCC4)s3)CC2=O)cc1 (stereo not given)	-3%	21	/	-1	-1	-4%	?
Nc1nc(-c2ccc3ccccc3c2)c(C2(O)C(=O)Nc3c(Br)cc(F)cc32)s1 (stereo not given)	-20%	-18	-11%	13	-3	-4%	-7%
Cc1ccc(C)c(N2CCN(C(=S)Nc3ccc4nc(N5CCN(C)CC5)cc(C)c4c3)CC2)c1	46%	?	-17%	1	-2	-6%	8%
O=C(O)/C=C/C(=O)Nc1ccc(Cc2ccc(NC(=O)/C=C/C(=O)O)cc2)cc1	-12%	25	29%	34	-2	9%	4%
Cc1cc(NS(=O)(=O)c2ccc(N3C(=O)C4C5C=CC(C5)C4C3=O)cc2)nc(C)n1 (stereo not given)	-46%	76	2%	16	14*	-12%	?
O=C(CCC1CCCCC1)Nc1cc(Cl)ccc1N1CCOCC1	-16%	-21	/	/	/	0%	-13%
COc1ccc(OCCSc2ncccn2)cc1	-2%	25	1%	113*	46*	?	-2%
